FN deposit inh: fibronectin deposition inhibition | AH1F fibroblasts, Alexa488-fibronectin deposition fluorescence, overnight | inhibition, % at 12.6 µM | 0.086% of 350,000 active | AID 743247;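 active = mean inhibition across replicates of 30% or more, regardless of how many single replicates reach that level; inconclusive = mean under 30% yet at least half of replicates reach 30%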;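 note: positive control wells lacked labelled fibronectin entirely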
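Schedule: 1 h cell adhesion before compound, then overnight fibronectin incubation; test system: AH1F fibroblast monolayer depositing Alexa488-labelled fibronectin into matrix; quantity: 10000 AH1F cells per well; probe or stimulus: fluorescent fibronectin at 24 nM final; signal: fluorescence, ex 485 nm, em 525 nm; evaluation: percent inhibition as loss of matrix-bound fibronectin fluorescence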
LGR2 inh: blocks bursicon-induced cAMP signaling via Drosophila LGR2 | HEK293 LGR2, CRE-luciferase, bursicon-stimulated, 4 h | AID 720647 | 0.35% of 380,000 active | inhibition, % at 9.99 µM;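 active = drop in luminescence signal, shown as inhibition above about 50% in the replicate tests, limit read from the data, passing the limit was not always enough; inconclusive = probably only some replicates passing the limit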;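 note: agonist challenge used bursicon conditioned medium at about half maximal strength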
Casp6 inh: caspase-6 (human) enzyme inhibition. P55212. purified caspase-6, Z-VEID-R110 cleavage fluorescence. inhibition, % at 12.5 µM. 0.53% of 350,000 active;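 active = mean inhibition across replicates at least about 35%, with every replicate also reaching that limit, limit read from the data; inconclusive = only one of the two criteria met; inactive = neither criterion met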;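 note: 0% = median of neutral control wells and 100% = no fluorescence left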
Target sequence (P55212 24-179 limits assumed): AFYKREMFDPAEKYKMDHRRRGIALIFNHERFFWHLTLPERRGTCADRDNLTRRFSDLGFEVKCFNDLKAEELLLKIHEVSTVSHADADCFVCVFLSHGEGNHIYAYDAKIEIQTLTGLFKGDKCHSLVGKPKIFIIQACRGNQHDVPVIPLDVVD
Target sequence (P55212 194-293 limits assumed): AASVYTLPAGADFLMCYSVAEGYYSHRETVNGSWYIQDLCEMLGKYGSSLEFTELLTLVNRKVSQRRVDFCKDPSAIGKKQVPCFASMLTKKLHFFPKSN
C2C12 statin: suppressors of simvastatin-induced myotoxicity in C2C12 myotubes | ATP luminescence, 48 h; scaled: DMSO 0, geranylgeraniol control 100 | 0.78% of 330,000 active | rescue of ATP level, % at 7.49 µM;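 active = mean ATP rescue above about 67%, or every replicate alone reaching that limit, limit read from the data, passing the limit was not always enough; inconclusive = no clear call, values can overlap the other calls; inactive = mean under the limit and some replicate under it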;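 note: myotubes were challenged with 10 µM simvastatin during compound exposure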
S100A4 inh HTS: blocks human S100A4 binding to myosin IIA peptide; S100A4/TAMRA-MyoIIA peptide fluorescence polarization; P26447; 0.14% of 360,000 active; AID 652163; inhibition, % at 10.7 µM;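 active = mean inhibition of at least 70% across replicates, with every replicate also reaching that level; inconclusive = mean inhibition reaches 70% but some replicates fall short; inactive = mean inhibition below 70%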
Target sequence (P26447 whole entry, looked up): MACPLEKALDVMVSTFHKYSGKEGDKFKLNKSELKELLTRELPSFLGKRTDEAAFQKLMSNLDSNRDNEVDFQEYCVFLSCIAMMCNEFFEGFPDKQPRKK
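incubation = readout 5 min after mixing, signal stable up to 60 min | system = S100A4 monomer protein | buffer or medium = HEPES pH 7.2 with CaCl2, KCl, NaCl, DTT, Triton | benchmarks = neutral control DMSO, positive control TFP | also added = fluorescent myosin IIA peptide, 5 nM | compound dosing = one concentration per compound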
esBAF inh: SWI/SNF esBAF complex inhibition. mouse ES cells, Bmi1-luciferase knock-in reporter, 24 h; 100% = twice the neutral-well signal. reporter increase, % at 12.5 µM. 2% of 350,000 active; in the data active = activation above about 40%; inconclusive = no clear call, values can overlap the other calls;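 note: 0% = median of the plate's neutral control wells and 100% = double that signal; a rise in the Bmi1 reporter signal indicates esBAF inhibition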
SIRT5 block: blocks human SIRT5 desuccinylation of peptide. Q9NXA8. Purified SirT5, succinyl-peptide AMC, trypsin-coupled fluorescence. inhibition, % at 15 µM. 1.1% of 330,000 active. AID 652115; in the data active = inhibition above about 15%; inconclusive = no clear call, values can overlap the other calls
Target sequence (Q9NXA8 whole entry, looked up): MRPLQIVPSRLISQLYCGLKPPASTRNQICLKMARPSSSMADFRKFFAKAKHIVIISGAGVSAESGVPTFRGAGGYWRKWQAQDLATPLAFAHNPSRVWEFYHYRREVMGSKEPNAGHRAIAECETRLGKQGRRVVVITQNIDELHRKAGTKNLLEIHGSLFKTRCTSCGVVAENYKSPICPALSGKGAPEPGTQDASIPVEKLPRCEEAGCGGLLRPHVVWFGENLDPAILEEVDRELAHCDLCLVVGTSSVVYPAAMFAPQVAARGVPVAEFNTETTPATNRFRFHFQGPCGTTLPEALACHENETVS
Active calls of the source: *; ? = inconclusive; . = not tested or not shown; & = joins results of further samples. A portion of the library; the hit share may differ from the screen's.

SMILES	FN deposit inh	LGR2 inh	Casp6 inh	C2C12 statin	S100A4 inh HTS	esBAF inh	SIRT5 block
O=C(O)c1ccc(OS(=O)(=O)c2ccc(Cl)s2)cc1	4	9	-2	-4	-6	-7	-1
CCOC(=O)CN1C(=O)N[C@@H](CCc2ccccc2)[C@H](C(=O)OC)[C@H]1C	-2	-2	0	15	4	7	-1
COc1cccc(CC(=O)Nc2cccc3ccccc23)c1	4	-19	1	9	-1	1	-6
COc1ccc(S(=O)(=O)N(C)C[C@H]2OCCCC[C@@H](C)Oc3ccc(NC(=O)NC(C)C)cc3C(=O)N([C@H](C)CO)C[C@@H]2C)cc1	.	4	0	.	-14	-2	1
COc1ccc2oc(C(=O)NN3C(C)CCCC3C)c(C)c2c1 (stereo not drawn)	.	1	2	.	3	.	-1
CCCN1CCN(CCCNC(=O)c2ccc3c(=O)n(CCc4ccccc4)c(=O)[nH]c3c2)CC1	9	20	-14	50	2	7	-2
C[C@H](CO)N1C[C@H](C)[C@H](CN(C)Cc2ccncc2)Oc2c(NC(=O)NC3CCCCC3)cccc2C1=O	.	-17	-5	-28	-6	-2	2
COc1ccc(CNC(=O)N[C@H](C(=O)O)C(C)C)cc1OC	-19	10	-2	31	-4	-4	-5
CCC(=O)Oc1ccc2c(C)cc(=O)oc2c1C(=O)c1ccccc1	-4	12	0	-1	-3	5	.
CCc1cccc(NC(=O)CCCN2C(=O)NC(C)(C)C2=O)c1	9	-5	-2	2	-7	-2	-1
Cc1ccn2cc(CSc3ccccc3N)nc2c1	0	.	.	-10	.	14	.
CCOc1ccc(CCNC(=O)c2nccnc2C(=O)O)cc1OCC	16	8	1	10	-1	3	-1
CC1CCC(NC(=O)COC(=O)CSc2ccc(C(N)=O)cc2[N+](=O)[O-])CC1 (stereo not drawn)	2	-4	5	.	16	.	0
O=C(C[C@H]1C[C@@H]2c3cc(NC(=O)CC4CC4)ccc3O[C@@H]2[C@@H](CO)O1)NCCN1CCCCC1	-5	3	-2	-2	12	1	-6
Cc1noc(C)c1NC(=O)N(C)C[C@@H]1Oc2ccc(NC(=O)C3CCCCC3)cc2C(=O)N([C@@H](C)CO)C[C@H]1C	-1	-19&12	0&5	9&12	-9&-1	-1&-6	-1&-6
COc1ccc(NC2CCCN(C(=O)c3ccc(OC)o3)C2)cc1 (stereo not drawn)	13	-16	15	1	-3	-4	3
CC(=O)Nc1ccc(NC(=O)C(C)OC(=O)CNC(=O)c2ccc(-c3ccccc3)cc2)cc1 (stereo not drawn)	.	-34	0	5	5	5	-1
C[C@@H]1CCCCO[C@@H](CN(C)S(=O)(=O)c2ccc(Cl)cc2)[C@@H](C)CN([C@@H](C)CO)C(=O)c2cc(NC(=O)Nc3ccccc3)ccc2O1	.	-5	-1	.	3	4	4
COc1ccc(N2CCN(C(CNS(=O)(=O)c3ccc(C)cc3)c3ccccc3)CC2)cc1 (stereo not drawn)	-25	-11	-1	.	-4	.	4
Cc1ccccc1NS(=O)(=O)c1ccc2[nH]c(=O)[nH]c2c1	9	-12	12	.	4	.	-2
Cc1cc(Cl)ccc1N(CC(=O)NCc1ccc2c(c1)OCO2)S(C)(=O)=O	0	-12	.	.	23	.	.
C[C@@H]1CN([C@H](C)CO)C(=O)c2cccc(NC(=O)Nc3ccc(F)cc3)c2O[C@@H]1CN(C)CC1CCCCC1	1	-3	1	47	-9	-4	1
CCOC(=O)C1CCCN(C(=O)c2sc(-c3ccccc3)nc2C)CC1 (stereo not drawn)	3	3	1	-1	-4	0	-1
CN(C)NC1CCS(=O)(=O)C1 (stereo not drawn)	.	3	1	-1	-1	-4	-6
C=CCNC(=O)CSc1nnc(-c2ccccn2)n1Cc1ccccc1	5	-33	-1	-1	-12	-4	-8

Of the compounds above, these have a furan ring, fused or not:
SMILES	FN deposit inh	LGR2 inh	Casp6 inh	C2C12 statin	S100A4 inh HTS	esBAF inh	SIRT5 block
COc1ccc2oc(C(=O)NN3C(C)CCCC3C)c(C)c2c1 (stereo not drawn)	.	1	2	.	3	.	-1
COc1ccc(NC2CCCN(C(=O)c3ccc(OC)o3)C2)cc1 (stereo not drawn)	13	-16	15	1	-3	-4	3

Additional entries:
SMILES	FN deposit inh	LGR2 inh	Casp6 inh	C2C12 statin	S100A4 inh HTS	esBAF inh	SIRT5 block
C[C@@H]1CCCCO[C@H](CN(C)S(=O)(=O)c2ccc(Cl)cc2)[C@H](C)CN([C@H](C)CO)C(=O)c2cc(NC(=O)NC3CCCCC3)ccc2O1	.	22	-3	.	-3	-3	9
CCNc1ccc(C(=O)OCC(=O)NC(C)c2ccccc2)cc1[N+](=O)[O-] (stereo not drawn)	2	-11	-4	-12	5	0	1
CC(=C1C(=O)c2ccccc2C1=O)N1CCN(c2ccc(F)cc2)CC1	-6	8	1	.	-3	.	-8
O=C(N[C@@H](Cc1ccccc1)C(=O)Nc1ccc(F)cc1)C1CCNCC1	0	9	-4	1	-5	7	.
COc1cccc(S(=O)(=O)N(C)C[C@H]2Oc3ncc(-c4cccc(C(=O)N(C)C)c4)cc3C(=O)N([C@@H](C)CO)C[C@@H]2C)c1	-3	-11	0	-8	6	2	-2
CNC(=O)c1sc(-c2ccccn2)nc1C	-22	1	-2	.	-10	.	9
CCOC(=O)c1ccc(-c2ccc(/C=N/NC(=O)c3cncc(Br)c3)o2)cc1	-5	-108	0	-3	-3	44	2
O=C(CCCn1cc([N+](=O)[O-])cn1)Nc1cccnc1	-2	-4	-1	.	-1	.	-3
NC(=O)C1CCN(C(=O)c2cc3c(s2)CCCCC3)CC1	0	-58	-17	5	-15	?	-1
CCC(=O)NS(=O)(=O)c1ccc(N=NN2CCCCC2)cc1	3	-2	2	0	9	5	3
COC(=O)N1C2CCCCC2=NN(c2ccccc2)N1C(=O)OC (stereo not drawn)	1	-16	1	.	5	.	.
COc1ccc(OCCOc2ccc(N(C)S(=O)(=O)c3ccccc3)cc2)cc1	-16	9	-2	-5	1	1	-2
CCSC1=NCCN1S(=O)(=O)c1ccccc1	3	.	-2	.	0	.	-5
CCCN(Cc1ccccc1)C(=S)Nc1cccc(C)c1C	-5	14	-1	.	0	.	2
CCN1C(C)=CC(=O)[C@@H](O)[C@H]1c1ccccc1Br	7	-6	-1	7	1	-6	0
COc1cccc(/C=N/Nc2cc(Cl)nc(C)n2)c1O	.	-41	-3	.	-6	.	.
COc1cccc(-c2cn(CC[C@@H]3CC[C@@H](NC(C)=O)[C@H](CO)O3)nn2)c1	.	-11	-3	-3	9	4	3
O=C1c2ccccc2[C@@H]2CC(O)C(O)CCN12 (stereo partly drawn)	-16	2	2	-3	2	0	-2
C[C@@H]1CN([C@H](C)CO)C(=O)Cc2cc(NC(=O)Cn3cnnn3)ccc2O[C@H]1CN(C)Cc1ccccc1	.	8	-2	17	26	4	1
CCOC(=O)c1cc(-c2cccnc2)nn1-c1ccccc1	7	-64	-7	-6	-2	-6	-1
Ic1ccc(N2CCN(Cc3c[nH]c4ncccc34)CC2)cc1	-1	.	3	4	1	7	-1
CO[C@@H]1CN(C)C(=O)c2ccc(NC(C)=O)cc2OC[C@H](C)N(S(=O)(=O)c2cn(C)cn2)C[C@H]1C	-1	-10	-1	5	-23	-1	12
Cc1cccc(NC(=O)C2CCN(S(=O)(=O)c3cccc4nsnc34)CC2)n1	10	.	0	14	-4	-4	-3
Cc1ccc(C(=O)NCC(=O)Nc2ccccc2C(F)(F)F)cc1	1	12	-1	.	-3	.	-3
COc1ccc(NC(=O)Nc2ccc3c(c2)C(=O)N([C@H](C)CO)C[C@H](C)[C@H](CN(C)S(=O)(=O)c2cccs2)O3)cc1	.	-4	-2	.	-7	-5	-3

Given with each value named: part of the list above.
CCC(=O)NS(=O)(=O)c1ccc(N=NN2CCCCC2)cc1
  FN deposit inh: 3
  LGR2 inh: -2
  Casp6 inh: 2
  C2C12 statin: 0
  S100A4 inh HTS: 9
  esBAF inh: 5
  SIRT5 block: 3

COC(=O)N1C2CCCCC2=NN(c2ccccc2)N1C(=O)OC (stereo not drawn)
  FN deposit inh: 1
  LGR2 inh: -16
  Casp6 inh: 1
  C2C12 statin: .
  S100A4 inh HTS: 5
  esBAF inh: .
  SIRT5 block: .

COc1ccc(OCCOc2ccc(N(C)S(=O)(=O)c3ccccc3)cc2)cc1
  FN deposit inh: -16
  LGR2 inh: 9
  Casp6 inh: -2
  C2C12 statin: -5
  S100A4 inh HTS: 1
  esBAF inh: 1
  SIRT5 block: -2

CCSC1=NCCN1S(=O)(=O)c1ccccc1
  FN deposit inh: 3
  LGR2 inh: .
  Casp6 inh: -2
  C2C12 statin: .
  S100A4 inh HTS: 0
  esBAF inh: .
  SIRT5 block: -5

Among those listed so far, these contain bromine:
SMILES	FN deposit inh	LGR2 inh	Casp6 inh	C2C12 statin	S100A4 inh HTS	esBAF inh	SIRT5 block
CCOC(=O)c1ccc(-c2ccc(/C=N/NC(=O)c3cncc(Br)c3)o2)cc1	-5	-108	0	-3	-3	44	2
CCN1C(C)=CC(=O)[C@@H](O)[C@H]1c1ccccc1Br	7	-6	-1	7	1	-6	0

Arranged by the number under esBAF inh (falling): some entries from above
molecule | LGR2 inh | Casp6 inh | S100A4 inh HTS | esBAF inh | SIRT5 block
Ic1ccc(N2CCN(Cc3c[nH]c4ncccc34)CC2)cc1 | . | 3 | 1 | 7 | -1
COc1cccc(S(=O)(=O)N(C)C[C@H]2Oc3ncc(-c4cccc(C(=O)N(C)C)c4)cc3C(=O)N([C@@H](C)CO)C[C@@H]2C)c1 | -11 | 0 | 6 | 2 | -2
CCNc1ccc(C(=O)OCC(=O)NC(C)c2ccccc2)cc1[N+](=O)[O-] (stereo not drawn) | -11 | -4 | 5 | 0 | 1
CCOC(=O)c1cc(-c2cccnc2)nn1-c1ccccc1 | -64 | -7 | -2 | -6 | -1

(more compounds)
SMILES	FN deposit inh	LGR2 inh	Casp6 inh	C2C12 statin	S100A4 inh HTS	esBAF inh	SIRT5 block
CC(=O)Nc1cccc(C(=O)/C=C/c2ccc(N(C)C)cc2)c1	4	-39	1	.	3	.	-4
COc1ccc(-c2cnc3c(NC(C)=O)cc(-c4cccc(C(=O)NCCO)c4)cn23)cc1OC	-7	-29	6	-11	-3	-1	.
Cc1cc(Br)ccc1NC(=O)c1ccco1	6	-6	-1	-10	2	22	-3
C[C@@H]1CN([C@@H](C)CO)C(=O)c2cccc(NC(=O)C3CC3)c2O[C@H]1CN(C)Cc1ccc(Cl)c(Cl)c1	.	15	3	21	-6	-6	3
Cc1ccc(C(=O)NCCc2ccc(S(N)(=O)=O)cc2)cc1[N+](=O)[O-]	0	-9	0	.	0	.	0
Cc1nn(C)c(C)c1S(=O)(=O)N1CCCC(C(=O)N2CCN(c3ccc(Cl)cc3)CC2)C1 (stereo not drawn)	10	.	.	16	.	5	.
CC(C)C(=O)N1CCCCCCN1C(=O)C(C)C	2	2	-1	-4	2	-4	-2
COc1cc(F)ccc1-c1csc(C(O)c2ccc(F)c(F)c2)n1 (stereo not drawn)	-6	-6	2	8	-3	2	-6
CC1(C2CC2)NC(=O)N(CC(=O)Nc2ccc(Cl)c([N+](=O)[O-])c2)C1=O (stereo not drawn)	5	0	5	-4	0	1	2
CCN(CC(=O)NCc1cccs1)C(=O)c1cccc(S(=O)(=O)NCc2ccccc2)c1	10	-1	-1	-7	0	0	-2
